# High-throughput results from PubChem.
# Thrombin inh: human alpha-thrombin inhibitors, primary screen, counter-screen for coagulation protease inhibitor project, biochemical, 1536-well, fluorogenic AMC substrate. Prothrombin (Homo sapiens), P00734. Boc-VPR-AMC fluorogenic substrate cleavage. inhibition, % at 5 µM. hit rate 0.26% among 220,000. AID 1046, 2008;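 active = inhibition at or above 40%; inactive = inhibition below 40%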;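 also: 0% = enzyme with no compound and 100% = wells without enzyme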
#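 System – human alpha-thrombin · Medium – pH 7.5 Tris (50 mM) with NaCl 150 mM, Tween 20 0.05% · Compound – single-point dosing at 5 µM, 0.2% DMSO · Incubation – enzyme reaction carried out at room temperature · Technique – fluorescence of released AMC, ex 355 nm, em 460 nm · Read-out basis – % inhibition of thrombin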
# KLK5 inh: human KLK5 protease inhibitors, primary screen, biochemical, 1536-well; recombinant hK5, fluorogenic AMC substrate cleavage; inhibition, % at 5 µM; hit rate 0.59% among 210,000;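 active = inhibition of 40% or more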;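 also: 0% = enzyme controls without compound and 100% = no-enzyme blanks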
# Target sequence (Q9Y337 67-293 limits assumed): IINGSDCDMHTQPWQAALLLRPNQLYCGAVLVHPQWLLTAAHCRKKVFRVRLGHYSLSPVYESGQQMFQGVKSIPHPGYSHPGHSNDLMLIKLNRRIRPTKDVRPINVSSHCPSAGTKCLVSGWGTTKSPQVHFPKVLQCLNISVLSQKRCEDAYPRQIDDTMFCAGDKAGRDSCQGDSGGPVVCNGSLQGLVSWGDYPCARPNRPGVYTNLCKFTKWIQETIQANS
# 14-3-3 Bad inh: inhibitors of 14-3-3 zeta/Bad binding, primary screen, biochemical, TR-FRET, bovine 14-3-3 zeta; TR-FRET 14-3-3zeta/Dy647-pBad peptide displacement, 1 h; inhibition, % at 21.7 µM; hit rate 0.71% among 220,000;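 active = inhibition above about 70%, limit read from the data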;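 also: 0% = full 14-3-3 plus peptide FRET controls and 100% = background without 14-3-3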
# Target sequence (P63103 whole entry, looked up): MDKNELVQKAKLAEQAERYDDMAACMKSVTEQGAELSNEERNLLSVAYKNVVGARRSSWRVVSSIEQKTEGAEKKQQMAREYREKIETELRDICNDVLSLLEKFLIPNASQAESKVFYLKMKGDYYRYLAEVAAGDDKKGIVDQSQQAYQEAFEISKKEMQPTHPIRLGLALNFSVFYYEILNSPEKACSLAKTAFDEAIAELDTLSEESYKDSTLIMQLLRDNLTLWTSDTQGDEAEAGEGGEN
# p47phox inh: p47phox/p22phox peptide binding inhibitors, primary screen, biochemical, uHTS, NADPH oxidase regulatory subunit; Neutrophil cytosol factor 1 (Homo sapiens), P14598; fluorescence polarization, 2 h; inhibition, % at 24.7 µM; hit rate 0.53% among 220,000;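 also: 0% = p47phox with labelled peptide and 100% = labelled peptide alone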
# Furin inh: human furin inhibitors, primary screen, biochemical, fluorescence intensity; P09958; purified furin, fluorogenic substrate cleavage; inhibition, % at 30 µM; hit rate 0.061% among 220,000; AID 463115, 2010; in the data active = inhibition above about 25%; also: inactives centre near -15
# EBV gp42 inh: Epstein-Barr virus gp42 inhibitors, primary screen, biochemical, uHTS, fluorescence polarization; Glycoprotein 42 (Epstein-Barr virus (strain AG876)), Q1HVG2; Fluorescence polarization binding assay, mP read-out; inhibition, % (tested at 21.74 µM); hit rate 0.42% among 220,000; in the data active = inhibition above about 50%
# Target sequence (Q1HVG2 whole entry, looked up): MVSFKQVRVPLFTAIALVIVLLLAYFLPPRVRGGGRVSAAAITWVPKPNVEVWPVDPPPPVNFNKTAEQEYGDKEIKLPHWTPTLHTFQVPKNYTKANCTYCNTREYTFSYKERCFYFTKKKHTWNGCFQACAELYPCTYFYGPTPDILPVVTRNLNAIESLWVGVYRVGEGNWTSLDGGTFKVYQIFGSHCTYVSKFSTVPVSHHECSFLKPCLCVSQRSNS
# eIF4E-4G inh: eIF4E–eIF4G protein interaction inhibitors, primary screen, biochemical, uHTS, TR-FRET, eIF4GI fragment; TR-FRET eIF4E-eIF4GI(517-606) binding, 2 h; inhibition, % at 21.7 µM; hit rate 0.37% among 220,000; AID 782, 2007;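 also: 0% = full FRET control wells and 100% = background wells lacking eIF4GI fragment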
# Rad51 HR inh: human RAD51 strand exchange inhibitors, primary screen, biochemical, fluorescence; hit rate 0.085% among 200,000; hRad51 DNA strand exchange, fluorescence dequenching; DNA repair protein RAD51 homolog 1 (Homo sapiens), Q06609; inhibition, % at 10 µM; AID 1385, 2008;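 active = inhibition above 40% at the single screening dose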;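 also: 0% = DMSO control wells and 100% = blanks with heterologous ssDNA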
# Target sequence (Q06609 whole entry, looked up): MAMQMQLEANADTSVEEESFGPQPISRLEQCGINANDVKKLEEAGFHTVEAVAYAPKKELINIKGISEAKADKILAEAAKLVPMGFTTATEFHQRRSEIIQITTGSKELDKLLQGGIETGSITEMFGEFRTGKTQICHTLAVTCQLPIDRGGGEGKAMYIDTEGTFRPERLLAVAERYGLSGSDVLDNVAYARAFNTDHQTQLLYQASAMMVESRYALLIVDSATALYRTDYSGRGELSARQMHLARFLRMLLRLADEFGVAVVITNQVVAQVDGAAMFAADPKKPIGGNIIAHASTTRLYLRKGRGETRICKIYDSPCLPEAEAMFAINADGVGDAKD
#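 Material: human Rad51–ssDNA filaments; Probe or stimulus: labelled 47-mer dsDNA for strand exchange; Doses: single 10 µM dose; Incubation: 37 °C 15-min filament assembly, 30-min compound preincubation, 15-min exchange; Technique: FRET fluorescence dequenching, excitation 485 nm, emission 520 nm; Measure: Fluorescence-based percent inhibition, control- and blank-normalised; Benchmarks: plate control and blank wells.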
# Cl transport mod: KCC2 cotransporter modulators, thallium flux, primary screen, cell-based, HEK293 KCC2, FluoZin-2 fluorescence, MLSMR. B-score of Tl+ flux slope (higher = more flux/activation; lower = inhibition) at 10 µM. KCC2 cells, thallium flux FluoZin-2 fluorescence. hit rate 2.2% among 190,000;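 active = thallium flux slope and its plate-corrected score both differing from the plate sample mean at a set confidence after two filtering rounds, in either direction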;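 also: slope of fluorescence scaled to starting intensity during 10 to 20 s after thallium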
# * = called active by the depositor; i = inactive; · = not tested or not shown; [ ] = remark or other dose.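 The calls were made as follows, unless noted: active = inhibition above about 30% (limit read from the data); inactive = the rest.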 Rows were taken by chance; about 4.7% have a hit in one of these screens.
# Sequence of screens: Thrombin inh	KLK5 inh	14-3-3 Bad inh	p47phox inh	Furin inh	EBV gp42 inh	eIF4E-4G inh	Rad51 HR inh	Cl transport mod
O=C(COc1ncnc2c(Cl)cc(Cl)cc12)NC1CCCCCC1
  -2	-4	10	-10	0[20 µM]	-29	6	-8	-0.16
COc1ccc(CCCC(=O)N/N=C/c2ccccc2OC)cc1
  1	·	-2	6	-17	6	3	15	-0.26
COc1ccc(NC2CC(=O)NC2=O)cc1 (stereo unspecified)
  -6	-8	-10	-1	-20	-10	14	-7	0.035
O=C(O)c1cc(Cl)ccc1-c1ccc(/C=C/c2cc(C(F)(F)F)[nH]c(=O)n2)o1
  -6	1	6	-116	-1	-90	-11	-267	i
NC(=O)C1CCN(C(c2ccccc2Cl)c2nnnn2Cc2ccc3c(c2)OCO3)CC1 (stereo unspecified)
  -3	0	-1	13	-26	-18	-3	9	·
CN(C)/C=N/c1nc(Sc2ccc(C(F)(F)F)cc2[N+](=O)[O-])n[nH]1
  4	3	-5	-9	-23	-5	2	8	-0.13
O=C(CSc1nnc(-c2ccco2)n1-c1ccccc1)NCc1ccco1
  1	-8	-4[fluorescence artefact?]	-4	-13[20 µM]	-12	-1[fluorescence artefact?]	3	-0.02
COC(=O)CSc1ccnc2cc(Cl)ccc12
  24	14	3	-8	7	-7	1	-3	-3.2*
CCOC(=O)c1c(C)c(C(=O)NCc2cccs2)c(C)n1C
  -3	2	-19	-7	-24	-4	2	-4	·
COc1ccc2c(c1)C(C1C(=O)CCCC1=O)c1ccccc1O2 (stereo unspecified)
  0	3	8	-12	-24[20 µM]	0	0	-5	-0.087
O=C(Nc1ccccc1N1CCCC1)c1ccc(Cl)cc1Cl
  -7	2	-6	1	-22	-6	2	4	·
Cc1cccnc1NC(=O)Cn1nc([N+](=O)[O-])cc1C
  -1	-17	-16	2	-21	-6	0	11	-0.011
CC(=O)Nc1ccc(-c2csc(NC(C)c3ccccc3)n2)cc1 (stereo unspecified)
  -8	-3	-9	-8	-24	6	-6	-8	0.56
COc1ccc(CCNC(=O)C2CCC(CNS(=O)(=O)c3ccccc3)CC2)cc1OC (stereo unspecified)
  53*	21	10	-4	-6	-18	-5	-1	-0.61
CCOc1ccc(NC(=O)[C@@H](NC(=O)c2ccccc2Br)C(C)C)cc1
  -8	-15	-13[fluorescence artefact?]	-10	-4[20 µM]	-15	2	9	1.5
COc1ccc(NC(=S)Nc2ccc(N)c([N+](=O)[O-])c2)cc1
  -1	-3	-13	-3	-15[20 µM]	-6	-7	-1	0.63
COc1cccc(=O)c2c(C)n(C)c(C)c12
  -2	-6	-5	-2	-14[20 µM]	0	5	-1	·
CC(=C/c1ccccc1)/C=N/NC(=O)c1cnccn1
  -3	-14	-5	-13	-2[20 µM]	144*	-1	1	-0.043
COc1ccccc1C1CCN(C(=O)c2ccco2)CC1
  -3	20	4	-2	-16	-3	4	5	-0.42
CCN(CC)S(=O)(=O)c1ccc(NC(=O)COC(=O)c2c[nH]c(=O)[nH]c2=O)cc1
  1	8	2	-2	-22	-20	-1	17	0.97
O=C(NCCN1CCOCC1)c1ccc2c(c1)N(Cc1ccc(Cl)cc1)CCS2
  0	-5	-4	-12	-35	-11	-7	23	-0.52
CCCC(=O)Nc1ccc(C(=O)NNC(=O)c2cccc([N+](=O)[O-])c2)cc1
  -6	-6	-12	-7	-24	-12	2	6	-1.1
CC1CN(c2nc(-c3ccccc3)nc3ccccc23)CC(C)O1 (stereo unspecified)
  2	8	4	-6	16[20 µM]	1	4	-7	-0.076
Cc1ccccc1CNC(=O)CC1C(=O)NCCN1CC1CCCCC1 (stereo unspecified)
  -6	·	-17	14	-16	-4	-1	-8	-0.88
COc1ccc(-c2csc(NC(=O)c3nc(-c4ccccc4)oc3C)n2)cc1
  13	-32	-8	-27	-13	0	-13	-5	1
COc1c([N+](=O)[O-])c(=O)n(-c2ccccc2)c2ccccc12
  -9	-11	6	-9	-15	-15	8[fluorescence artefact?]	8	-1.7
Cc1nc(S/C(=C/c2ccc(OCc3ccc(C(=O)O)cc3)cc2)C(=O)O)n[nH]1
  2	-2	20	-48	1	1	0	4	-1.7
COc1ccc(S(=O)(=O)N2CCC(C)CC2)cc1Br
  -3	-3	5	4	-3[20 µM]	7	7	7	-1.4
Cc1cc(N2C(=O)C(O)=C(C(=O)c3cccs3)C2c2ccccc2)no1 (stereo unspecified)
  -2	2	68[fluorescence artefact?]	-11	-20[20 µM]	-18	-5	0	-2.2
O=C(CC1C(=O)OCC2CCCCN21)Nc1ccccc1C(F)(F)F (stereo unspecified)
  12	1	23	9	-32	-7	-3	11	0.21
CCCn1nc(C(=O)OCC(=O)NC(C)c2ccccc2)c2ccccc2c1=O (stereo unspecified)
  -2	-1	-9	9	-25	-3	-4	-2	-0.95
Clc1ccc(NC2=NCCCCC2)cc1
  -4	14	-3[fluorescence artefact?]	-5	-35	-5	2	5	-0.11
N#C/C(=C/c1cn(-c2ccccc2)nc1-c1cccc(OCc2ccccc2)c1)C(=O)NCCCn1ccnc1
  -1	-3	-5	9	-8	-30	-3	11	1.1
Cc1ccnc(SCCn2c(N3CCCCC3)nc3c2c(=O)n(C)c(=O)n3C)n1
  3	-8	-7	-2	-12[20 µM]	-27	2	-4	-0.47
O=C(CSc1cn(CCNC(=O)c2ccccc2)c2ccccc12)NCc1ccco1
  -2	-1	3	-19	-17	-1	0	-1	·
Cn1c(=O)c(=O)n(C)c2cc(S(=O)(=O)N3CCc4ccccc43)ccc21
  3	4	8	-214	-1	-36	4	2	·
COc1ccccc1C(=O)N1CCN(Cc2nc(CC3CC3)no2)CC1
  -7	·	-8	5	-13	-12	2	-9	-0.0042
CCOC(=O)NC(=O)c1cn(Nc2ccccc2C(F)(F)F)c(=O)[nH]c1=O
  -4	2	-4	-11	-11	-14	3	10	-1.5
CC1CCN(C(=O)CSc2nnc(Cc3cccn3C)n2CCc2ccccc2)CC1
  0	-8	4[fluorescence artefact?]	-25	-21	-9	1	8	-0.36
CCOC(=O)c1cc(C)sc1/N=C/C1=C(O)CCCC1=O
  -8	-4	-8	-6	36*	-11	-4	11	-0.46
O=C(COC(=O)c1ccccc1C(=O)N1CCN(c2ccc(F)cc2)CC1)NCc1ccccc1
  -4	12	3	-2	-16[20 µM]	-10	4	-16	·
O=c1cc(NCCc2ccccc2)c2ccccc2o1
  -4	4	-5	-8	-25	2	-3	2	-1
CCCOc1ccc(CNC(=O)Cn2ncc3ccccc32)cc1
  9	7	5	-4	-8	-19	4	-15	-0.72
CCCCC(NC(=O)c1ccc(Cl)cc1)C(=O)O (stereo unspecified)
  -1	4	1[fluorescence artefact?]	-13	-1	-19	-3[fluorescence artefact?]	-5	0.4
C=CCn1c(SCc2ccc(C#N)cc2)nnc1-c1cccc(OC)c1
  -14	-20	1	0	-9	-14	-8	-6	·
CCOP(=O)(OCC)c1nc(-c2cccc3ccccc23)oc1N1CCCCC1
  -17	-54	32	-9	-76	0	6	13	-0.53
CCC(Sc1nc(C)cc(C)n1)C(=O)Nc1ccc(S(N)(=O)=O)cc1 (stereo unspecified)
  -1	-1	-3	-5	-16	-4	-5	0	·
Cc1ccc(C2c3c(oc4ccccc4c3=O)C(=O)N2c2nnc(C(C)C)s2)o1 (stereo unspecified)
  -1	-4	9[fluorescence artefact?]	-8	-19	1	-3	-2	-1.4
Cc1cc(C(F)(F)F)nn1CC(=O)N1CCCC1
  -4	-7	-10	-1	-22[20 µM]	-5	-8	-7	-0.43
O=C(NNC(=O)c1cc2cc3ccccc3nc2s1)c1ccc(F)cc1
  -5	-11	13	-5	-18[20 µM]	-29	-17	·	0.093
CCOC(=O)N1CCC(Nc2nc3ccccc3nc2NS(=O)(=O)c2ccc(Cl)cc2)CC1
  -5	-14	28	-2	-14[20 µM]	54*	5	-6	-0.64
Cc1noc(NS(=O)(=O)c2ccc(NC(=O)CS(=O)(=O)c3ccccc3)cc2)c1C
  4	-20	12[fluorescence artefact?]	-12	-14[20 µM]	-5	1	15	1
CCCn1c(Nc2ccc(Cl)cc2)nc2ccccc21
  3	-20	3	-16	-18[20 µM]	-19	-1	4	-0.11
O=C(Nn1c(Cc2cccs2)nc2ccccc2c1=O)c1cccs1
  4	-3	5	-8	-17	-7	5	-7	2.5
CNC(=O)CN(C)S(=O)(=O)c1ccc(F)cc1
  -2	0	-4	1	-16[20 µM]	-15	0	1	·
COc1ccc(N2CC(C)Cn3c2nc2c3c(=O)n(Cc3ccccc3F)c(=O)n2C)c(OC)c1 (stereo unspecified)
  -5	-2	-1	58*	-27	-5	-1	-2	-1.2
CCOC(=O)C1CCN(C(=O)c2c(-c3c(Cl)cccc3Cl)noc2C)CC1
  -9	-18	-8[fluorescence artefact?]	3	-17[20 µM]	-5	3[fluorescence artefact?]	9	0.7
COc1ccccc1Cn1c(=O)c2ccccc2n2c(SCC(=O)N3CCCCC3)nnc12
  8	0	-3[fluorescence artefact?]	-6	-5	12	-1	-16	-1
COC(=O)c1ccc(NC(=O)c2ccccc2N(C)S(C)(=O)=O)cc1
  1	0	1	-2	-19[20 µM]	-18	8[fluorescence artefact?]	5	0.097
O=C(Nc1cccnc1)C1CCC(CNS(=O)(=O)c2cccc3nsnc23)CC1 (stereo unspecified)
  -5	0	4	1	5	-8	-1	·	0.039
COc1cc(C(=O)Nc2nnc(-c3sccc3C)s2)cc(OC)c1OC
  -1	3	33[fluorescence artefact?]	5	-26[20 µM]	-1	2[fluorescence artefact?]	-3	-0.005
Cn1c(SCC(=O)N/N=C/c2cc([N+](=O)[O-])ccc2O)nnc1-c1ccccc1
  -1	-12	-10	-1	-12	-1	0	0	-0.2

# Full records, quoted from the list.
# Results for `O=C(NNC(=O)c1cc2cc3ccccc3nc2s1)c1ccc(F)cc1` : Thrombin inh: -5; KLK5 inh: -11; 14-3-3 Bad inh: 13; p47phox inh: -5; Furin inh: -18[20 µM]; EBV gp42 inh: -29; eIF4E-4G inh: -17; Rad51 HR inh: ·; Cl transport mod: 0.093
# Results for `Cc1ccc(C2c3c(oc4ccccc4c3=O)C(=O)N2c2nnc(C(C)C)s2)o1` (stereo unspecified) : Thrombin inh: -1; KLK5 inh: -4; 14-3-3 Bad inh: 9[fluorescence artefact?]; p47phox inh: -8; Furin inh: -19; EBV gp42 inh: 1; eIF4E-4G inh: -3; Rad51 HR inh: -2; Cl transport mod: -1.4
